Mtb RmlCD inh = M. tuberculosis RmlC/RmlD inhibition; P9WH09+P9WH11; RmlC+RmlD coupled enzyme assay, percent inhibition; primary screen in compound mixtures; inhibition, % at 3.6 µM; 0.03% of 160,000 active; in the data active = inhibition mostly above about 34%, no sharp cut-off; inconclusive = no clear call, values can overlap the other calls; inactive = mostly below about 22%; note: some results filed as inactive read as strong as hits
Target sequence (P9WH09 whole entry, looked up): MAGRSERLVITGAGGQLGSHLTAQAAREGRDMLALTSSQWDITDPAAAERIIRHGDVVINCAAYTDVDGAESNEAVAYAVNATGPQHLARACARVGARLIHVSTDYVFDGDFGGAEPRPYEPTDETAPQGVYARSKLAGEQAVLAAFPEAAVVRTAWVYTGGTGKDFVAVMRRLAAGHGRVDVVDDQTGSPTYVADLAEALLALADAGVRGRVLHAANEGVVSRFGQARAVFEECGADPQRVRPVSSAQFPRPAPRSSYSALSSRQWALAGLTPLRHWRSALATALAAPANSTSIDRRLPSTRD
Target sequence (P9WH11 whole entry, looked up): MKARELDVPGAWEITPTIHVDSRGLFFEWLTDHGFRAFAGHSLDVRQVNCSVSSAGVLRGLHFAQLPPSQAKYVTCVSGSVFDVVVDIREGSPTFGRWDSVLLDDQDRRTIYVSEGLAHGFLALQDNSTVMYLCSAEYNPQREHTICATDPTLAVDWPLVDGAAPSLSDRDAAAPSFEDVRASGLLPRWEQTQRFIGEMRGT
GlmU inhibition = inhibition of mycobacterial GlmU enzyme – biochemical, glucosamine-1-phosphate acetyltransferase (AID 1376); M. tuberculosis GlmU acetyltransferase enzyme assay; higher % means a stronger effect; inhibition, %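 (tested at 30 µM in the primary screen)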; hits with a dose series show IC50 in µM; 0.25% of 220,000 active; in the data active = inhibition above about 13%; inconclusive = no clear call, values can overlap the other calls;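 note: 0% = complete reaction with vehicle and 100% = reaction without substrate; strong numbers were not always called active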
Numbers without * were called inactive; u = inconclusive; x = no result given. A portion of the library, so the mix of outcomes need not match the whole.

SMILES	Mtb RmlCD inh	GlmU inhibition
CS(=O)(=O)CC(=O)Nc1ccc2nc3n(c(=O)c2c1)CCCCC3	x	-5.6%
Cc1ccccc1NC(=O)CCN1CCN(Cc2ccccc2)CC1	-7.6	2.2%
Cc1oc2ccc(OCc3ccc(F)cc3)cc2c1C(=O)O	-9.6	0.6%
c1ccc2cc(OCc3nc4ccccc4[nH]3)ccc2c1	x	2.6%
COc1ccc([N+](=O)[O-])cc1NC(=O)C(C)N(C)Cc1cccc(OC)c1OC (configuration not stated)	x	-8.5%
COc1ccc(C)cc1NC(=O)C(OC(=O)C1CC1)c1ccccc1 (configuration not stated)	2.1	1.4%
Cc1ccc(-c2cc(C(=O)O)c3cc(Br)ccc3n2)o1	x	7.3%
CCOC(=O)C1CCN(C(=O)c2ccc(Cl)c(S(=O)(=O)N3CCOCC3)c2)CC1	12.1	-3.1%
CCn1c(SCC(=O)Nc2nccs2)nnc1-c1ccc(S(=O)(=O)N2CCCCCC2)cc1	x	1.1%
CSc1ccccc1NC(=O)c1cccnc1	-2.0	0.2%
Cc1c(Br)c([N+](=O)[O-])nn1CC(=O)c1ccccc1	-11.1	-3.5%
O=C(NCC1CCCO1)c1ccc(S(=O)(=O)N2CCCCC2)cc1 (configuration not stated)	-2.0	-9.2%
CC[N+](CC)(CC=C(C)C)CC(=O)OC	0.4	2.2%
COc1ccc(-c2cc(C(F)(F)F)nc(SCC(=O)Nc3cc(C)on3)n2)cc1OC	-1.7	-1.1%
O=S(=O)(NCc1c(Cl)cccc1Oc1ccccc1)c1ccccc1	6.1	4.6%
COc1cc(C2CC(=O)N(CC(=O)NCC3CCCO3)c3ccccc3S2)cc(OC)c1OC (configuration not stated)	-11.9	-0.9%
Cc1ccc2[nH]c(=O)c(C(c3nnnn3Cc3ccccc3)N3CCc4ccccc43)cc2c1 (configuration not stated)	2.2	9.0%
O=c1c2ccccc2nc2ccc(NCc3cccs3)nn12	-13.5	0.7%
COc1cccc2sc(/N=C/N(C)C)nc12	6.1	1.9%
CCc1sc(C(=O)NC)cc1Br	12.3	3.2%
CC(C)(C)C(=O)Nc1ccccc1C(=O)NCCCn1ccnc1	6.4	1.1%
O=C(O)c1ccccc1C(=O)NNc1ccc(Cl)cc1	x	-2.1%
COc1cc(C=O)ccc1OC(=O)c1ccncc1	8.5	1.3%
CC(C)CCNC(=O)C(=O)Nc1ccccc1	-9.9	-2.9%
Cn1c(=O)n(C)c2cc([N+](=O)[O-])c(N3CCN(C(=O)c4ccc(Cl)cc4)CC3)cc21	-6.6	-2.9%
COc1ccc(S(=O)(=O)N2CCCN(CC(=O)C(C)(C)C)CC2)cc1	14.9	x
COc1ccc(S(=O)(=O)N2CCN(C3CCN(Cc4ccccc4)CC3)CC2)cc1	x	3.4%
O=C(/C=C/c1ccc2c(c1)OCO2)NCc1ccncc1	3.6	7.6%
O=C(CNS(=O)(=O)c1ccccc1)N/N=C\c1ccc(Cl)cc1	12.3	-2.1%
Cc1nc2ccc(C(=O)N/N=C/c3cc([N+](=O)[O-])ccc3O)cc2[nH]1	-15.4	0.6%
CCOC(=O)C1CCN(C(=O)CSc2ccc(Br)cc2)CC1	-7.6	-0.5%
COc1ccc(NC(=O)CCN2C(=O)c3ccncc3C2=O)cc1OC	1.5	5.7%
COc1ccc(/C=C(/CC(=O)Nc2ccc(C)cc2)c2nc3ccccc3s2)cc1	x	3.0%
Cc1ccc(C)c(N2CCN(C(=O)C3CCCCN3S(=O)(=O)c3ccc(F)cc3)CC2)c1 (configuration not stated)	x	0.9%
O=C(CC1(O)C(=O)Nc2ccccc21)c1ccc(-n2cccc2)cc1 (configuration not stated)	x	2.0%
[N-]=[N+]=NCc1cn2cccnc2n1	1.6	-2.9%
C=CCn1c(N)c(C(=O)OCC(C)C)c2nc3ccccc3nc21	-125.4	x
O=c1c2ccccc2cnn1Cc1cccc(Br)c1	18.2	3.7%
COc1ccc(CCNC(=S)N2CCC(C(=O)c3ccc(F)cc3)CC2)cc1OC	-1.6	3.5%
CC(O)c1cccc(NC(=O)C2CCCCC2)c1 (configuration not stated)	-12.3	1.2%
Cc1[nH]nc(SCC(=O)N2CCC(C)CC2)c1[N+](=O)[O-]	11.1	0.4%
C=CCn1c(SCC(=O)NCC)nnc1-c1cc2c(s1)CCC(CC)C2 (configuration not stated)	x	5.3%
COC(=O)C1=C(N)N(c2ccc(F)cc2)C2=C(C(=O)CCC2)C1c1ccc2c(c1)OCO2 (configuration not stated)	8.5	x
OCCC1CN(Cc2cc3c(cc2Cl)OCO3)CCN1C1CCCCC1 (configuration not stated)	12.8	-6.7%
O=C(COC(=O)Cc1ccccc1)Nc1ncc(Cl)cc1Cl	x	-1.0%
O=C(Cn1nnc(-c2ccc(N3CCOCC3)cc2)n1)N1CCOCC1	x	-2.9%
COc1ccc(-c2nn(-c3ccccc3)cc2/C=N/Nc2ccccn2)cc1	9.7	0.3%
COc1cc(C)c(NC(=S)Nc2cccc(Cl)c2C)cc1OC	4.7	0.9%
CC(Oc1ccccc1)C(=O)NC1CC(C)(C)NC(C)(C)C1 (configuration not stated)	7.4	1.7%
Cc1ccc(S(=O)(=O)N2C(=O)CCC2C(=O)Nn2cnnc2)cc1 (configuration not stated)	-17.3	-4.0%
O=c1oc(-c2cccs2)nc2sc3c(c12)CCC3	-5.6	5.2%
COCCn1c(SCC(=O)NC(=O)NC(C)(C)C)nc2ccccc21	x	0.6%
CC1CN(CC(O)COC(c2ccccc2)c2ccccc2)CC(C)O1 (configuration not stated)	-4.4	-1.0%
O=c1[nH]c(CSc2nnnn2-c2ccccc2)nc2ccccc12	u	0.8%
CC1(C)CC(=O)C=C(NCc2cccnc2)C1	1.1	-3.2%
O=C(O)c1ccc2c(c1)C(c1ccccc1)OC2=O (configuration not stated)	-7.6	2.1%
Cc1cccc(C(CC(=O)NCc2ccco2)c2ccccc2)c1O (configuration not stated)	-12.9	5.6%
COCCCNC(=O)CSC1=Nc2ccccc2C2=NC(CC(=O)NCc3ccccc3)C(=O)N12 (configuration not stated)	5.1	1.2%
CCN(CC)C(=O)c1sc2nc(-c3ccc(OC)cc3)cn2c1C	x	0.4%
Cc1cc(O)c(NC(=O)c2cccc([N+](=O)[O-])c2)cc1C	2.3	2.0%
New compounds follow.
SMILES	Mtb RmlCD inh	GlmU inhibition
CS(=O)(=O)N(CC(=O)NCc1ccncc1)C1CCCCC1	2.6	1.1%
COc1ccc(C(=O)Nn2c(SCC(=O)N3CCC(C)CC3)nc3ccccc3c2=O)cc1	-3.4	11.9%
COc1ccc(NC(=O)C(=O)NCC(=O)Nc2cccc(C(F)(F)F)c2)cc1	-18.0	-0.9%
COc1ccc(C(=O)c2ccccc2Cl)cc1OC	x	-5.1%
O=C(NC1=C(Nc2ccc(F)cc2)C(=O)c2ccccc2C1=O)c1ccc(Cl)cc1	x	-12.1%
CCOP(=O)(OCC)C(Nc1ccc([N+](=O)[O-])cc1)c1ccc(Cl)cc1 (configuration not stated)	-10.2	1.2%
COc1ccc(OCC(=O)Nc2ccc(S(=O)(=O)Nc3cc(C)nc(C)n3)cc2)cc1	39.5	0.5%
COc1ccc(C(=O)Nc2ccc(NS(=O)(=O)c3ccccc3)cc2)cc1OC	x	-1.6%
Cc1nnc2c(-c3ccccc3)nc3ccccc3n12	x	5.5%
CCOc1ccc(NC(=O)N2CCC(n3nnc4ccccc43)CC2)cc1	8.1	-6.2%
CN(C(=O)CSc1nc(O)cc(=O)n1C1CCCC1)c1ccccc1	16.9	-2.3%
COc1cc(CC(NC(C)=O)C(=O)NC2CCN(C(=O)C3CC3)CC2)cc(OC)c1 (configuration not stated)	9.5	2.4%

4 of these compounds, reformatted.
CN(C(=O)CSc1nc(O)cc(=O)n1C1CCCC1)c1ccccc1
- Mtb RmlCD inh = 16.9
- GlmU inhibition = -2.3%
COc1cc(CC(NC(C)=O)C(=O)NC2CCN(C(=O)C3CC3)CC2)cc(OC)c1 (configuration not stated)
- Mtb RmlCD inh = 9.5
- GlmU inhibition = 2.4%
COc1ccc(OCC(=O)Nc2ccc(S(=O)(=O)Nc3cc(C)nc(C)n3)cc2)cc1
- Mtb RmlCD inh = 39.5
- GlmU inhibition = 0.5%
COc1ccc(C(=O)Nc2ccc(NS(=O)(=O)c3ccccc3)cc2)cc1OC
- Mtb RmlCD inh = x
- GlmU inhibition = -1.6%

Additional results.
SMILES	Mtb RmlCD inh	GlmU inhibition
Cc1cccc(/C(N)=N/OC(=O)Cc2ccccc2)c1	-17.1	-4.4%
Cc1ccccc1NS(=O)(=O)c1cc(C(=O)NCc2ccco2)ccc1C	11.4	0.9%
O=C(COC(=O)c1ccccc1)Nc1cc(Cl)ccc1Oc1ccccc1	21.2	-0.6%
CCN1CCN(Cc2c(O)ccc3c2O/C(=C\c2ccc(C)cc2)C3=O)CC1	-9.8	-1.1%
CCN(CCO)C(=S)Nc1cc(C(=O)OC)ccc1C(=O)OC	-9.3	3.2%
COCCCNCCCCOc1ccc(OCc2ccccc2)cc1	1.5	-2.9%
S=C(NCc1ccco1)Nc1cccc(Cl)c1	11.5	-6.4%
Cc1cc(C(F)(F)F)n2nc(C(=O)O)c(Cl)c2n1	1.8	-0.2%
COC(=O)C1CCN(C(=O)c2cc(=O)[nH]c3ccccc23)CC1	-10.7	-7.4%
CCOC(=O)CN1CC23C=CC(O2)C(C(=O)Nc2ccc(C(C)=O)cc2)C3C1=O (configuration not stated)	-10.4	-7.7%
COc1cc(C(=O)N2CCc3ccccc32)ccc1OCc1c(C)noc1C	-9.2	-0.7%
COc1cc(NC(=O)CN(c2cc(C)cc(C)c2)S(=O)(=O)c2c(C)noc2C)cc(OC)c1	3.5	-3.5%
COc1ccc(NC(=O)C2CCN(C(=O)NC3CCCCC3)CC2)c(OC)c1	18.5	1.0%
CCOC(=O)Oc1ccc2c(=O)c(Oc3cccc(C)c3)coc2c1	3.1	-3.4%
Cc1ccc2[nH]c(C)c(CCNC(=O)C3CCCCC3C(=O)OCC(F)(F)F)c2c1 (configuration not stated)	7.8	1.2%
CCOC(=O)CSc1nc(C)cc(C)c1C(N)=O	-8.0	4.2%
NC12NC(=O)C3(O)C4C5CC(C6C5C3C61)C42 (configuration not stated)	-7.3	0.5%
COc1cc(/C=N/N(C)S(=O)(=O)c2ccc(C)cc2)cc([N+](=O)[O-])c1O	10.5	5.7%
CNCC1(c2ccccc2)CCCC1	-8.5	1.0%
Cc1ccc(N(C(=O)Cn2nnc3ccccc32)C(C(=O)NC2CCCCC2)c2cn(C)nc2C)cc1 (configuration not stated)	x	3.0%
Cc1nnc(SCC(=O)Nc2ccc(-c3nc4ccccc4s3)cc2)s1	-5.6	6.2%
O=C(CSc1nnc(-c2cccnc2)n1C1CCCCC1)NC1CCCCC1	x	1.0%
COC(=O)C1CCN(S(=O)(=O)c2cn(C)c(=O)n(C)c2=O)CC1	7.6	0.7%
O=C(NCC1CCCO1)C1CCN(C(=O)c2ccc(Br)cc2)CC1 (configuration not stated)	7.4	-2.2%
O=C(C1=C[C@@H](c2coc3ccccc3c2=O)C[C@@H](OCCCCO)O1)N1CCN(Cc2ccc3c(c2)OCO3)CC1	x	-4.9%
CCCCC(=O)NC(Nc1cc(C)ccn1)(C(=O)OCC)C(F)(F)F (configuration not stated)	-8.2	0.2%
CCOC(=O)N1CCC(N2C(=O)c3ccccc3C2Nc2ccc(S(=O)(=O)N3CCCCC3)cc2)CC1 (configuration not stated)	7.0	-3.4%
O=C(c1cc(Cl)cc(Cl)c1)N1CCOCC1	2.7	-3.0%
COC(=O)C(C)NC(=O)C12CC3CC(CC(C3)C1)C2 (configuration not stated)	27.5	9.8%
Cc1ccccc1NC(=O)c1ccc(CN2CCC(Cc3ccccc3)CC2)cc1	-6.2	-2.5%
CCn1c(O)c(N=Nc2ccc(S(=O)(=O)N3CCOCC3)cc2)c(=O)n(CC)c1=S	7.1	0.3%
COc1cccc(C(=O)Nc2ccc(NC(=O)c3ccco3)c(Cl)c2)c1	-9.3	-4.9%
CCOc1ccc(N2C(=O)S/C(=C\c3ccc(O)c(OCC)c3)C2=O)cc1	-3.2	2.7%
COCCCNC(=O)COc1ccc(S(=O)(=O)Nc2ccccc2)cc1	-16.2	3.0%
O=C1C2C3CCC(O3)C2C(=O)N1CCO (configuration not stated)	3.9	-4.1%
Cn1c(=O)c2cc(S(=O)(=O)NCCC(=O)NCCc3ccc(Cl)cc3)ccc2n(C)c1=O	-8.2	3.5%

Taken from above:
Under Mtb RmlCD inh, COCCCNC(=O)COc1ccc(S(=O)(=O)Nc2ccccc2)cc1 is entered as -16.2
Under Mtb RmlCD inh, Cc1ccccc1NC(=O)c1ccc(CN2CCC(Cc3ccccc3)CC2)cc1 is entered as -6.2

The list continues:
SMILES	Mtb RmlCD inh	GlmU inhibition
COCCN(C(=O)c1ccccc1OC1CCN(S(C)(=O)=O)CC1)C(C)C	-2.6	-2.4%
COc1ccc(OC)c(C(C)NC(=O)c2ccco2)c1 (configuration not stated)	27.8	2.8%
O=C(Nc1ccccc1SCC1CSc2nc3ccccc3c(=O)n21)c1ccccc1 (configuration not stated)	12.8	-3.2%
Cc1cc(NC(=O)C2CC(=O)N(c3ccccc3)C2)no1 (configuration not stated)	-2.5	2.8%
COc1ccccc1N=C1SC(C(=O)Nc2cccc(Cl)c2Cl)C(N)=C1C(N)=O (configuration not stated)	-3.2	-2.5%
CC(C)NS(=O)(=O)c1ccc(CCC(=O)NCc2ccco2)cc1	-3.6	-3.6%
COc1ccc(C)cc1S(=O)(=O)N1CCN(Cc2ccccc2)CC1	x	8.6%
